Assay outcomes: PubChem BioAssay, National Center for Advancing Translational Sciences (NCATS)
DRD3 antagonist – antagonists of human D3 dopamine receptor; 360,000 tested, 2.5% active; max response, negative = inhibition, %; D3R cells, DiscoveRx beta-arrestin luminescence, antagonist mode; active compounds read low; P35462; AID 652054; in the data active means max response below about -50%; inconclusive means no clear call, values can overlap the other calls; further: on the % scale 0 is the no-effect control and ±100 the full control effect; mostly tested at two doses, the higher about 12 µM
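Cells expressing the human receptor were seeded at 1500 cells/well, incubated overnight at 37 degrees C in 5% CO2, then exposed to library compounds with dopamine controls for 90 minutes at 37 degrees C before luminescent detection.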
GLP-1R inv ag – acts as inverse agonist at human GLP-1 receptor. Potency, µM (top dose mostly 38.3 µM), for the others: at the highest dose activity change, negative = inhibition, usual class: inhibitors. 410,000 tested, 1.6% active. P43220. HEK293 GLP-1R CRE-luciferase, luminescence, 24 h; GLP-1R form is constitutively active; further: potency means the concentration at half of the fitted maximal effect; on the % scale 0 is the no-effect control and ±100 the full control effect; nearly all actives have a fitted effect of over 55% in size
Target sequence (P43220 whole entry, looked up): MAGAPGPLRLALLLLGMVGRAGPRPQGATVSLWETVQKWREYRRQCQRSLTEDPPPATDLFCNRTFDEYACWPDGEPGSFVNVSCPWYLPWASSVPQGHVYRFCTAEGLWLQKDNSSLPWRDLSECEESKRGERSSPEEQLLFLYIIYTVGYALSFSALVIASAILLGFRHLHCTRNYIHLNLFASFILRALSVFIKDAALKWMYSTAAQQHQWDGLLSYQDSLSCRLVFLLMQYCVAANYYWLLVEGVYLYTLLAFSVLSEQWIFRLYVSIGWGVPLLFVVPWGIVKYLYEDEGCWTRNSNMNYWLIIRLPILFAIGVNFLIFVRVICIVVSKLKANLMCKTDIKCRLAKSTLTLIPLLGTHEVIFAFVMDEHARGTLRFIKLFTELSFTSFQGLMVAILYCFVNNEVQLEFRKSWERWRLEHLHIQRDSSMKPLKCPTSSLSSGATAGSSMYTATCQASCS
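Stable HEK293 clone (constitutively active GLP-1R + cAMP-response luciferase); 200 cells/uL plated, 12 h pre-culture, compound 24 hr, 37 deg C/5% CO2; detection reagent 12 min RT; luminescence.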
D3 ag – D3 dopamine receptor (human) agonism; P35462; D3R DiscoveRx beta-arrestin cells, luminescence, 90 min; max activation, %; 410,000 tested, 0.58% active; in the data active means max activation above about 30%; further: 0% is about no effect; mostly tested at two doses, the higher about 12 µM
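Agonist mode: compounds and dopamine controls were applied to plated cells for 90 min at 37 degrees C after an overnight attachment at 1500 cells/well. Luminescent read-out followed 30 - 60 minutes at room temperature with DiscoveRx detection reagent.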
PI5P4K alpha inh – PI5P4K alpha (human) kinase inhibition; max response, %; PI5P4Kalpha enzyme, ADP-Glo luminescence, 60 min; active compounds read low; AID 652105; 330,000 tested, 1.2% active; active means max response of -50% or lower; inconclusive means between -30% and -50%; inactive means -30% or higher; further: value at the top dose of about 77 µM; on the % scale 0 is the no-effect control and ±100 the full control effect
Target sequence (P48426 whole entry, looked up): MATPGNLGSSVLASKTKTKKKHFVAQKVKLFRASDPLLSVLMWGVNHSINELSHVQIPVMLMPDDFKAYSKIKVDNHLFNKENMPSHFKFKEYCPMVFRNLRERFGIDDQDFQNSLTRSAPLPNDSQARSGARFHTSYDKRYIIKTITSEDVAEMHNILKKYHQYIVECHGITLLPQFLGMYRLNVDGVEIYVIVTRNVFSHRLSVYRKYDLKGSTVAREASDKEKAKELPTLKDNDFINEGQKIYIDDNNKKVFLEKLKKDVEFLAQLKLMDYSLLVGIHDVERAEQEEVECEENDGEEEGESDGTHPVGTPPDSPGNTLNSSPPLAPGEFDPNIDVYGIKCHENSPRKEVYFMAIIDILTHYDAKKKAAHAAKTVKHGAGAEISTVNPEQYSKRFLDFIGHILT
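PI5P4Kalpha ADP-Glo assay; 5 microM ATP final; 60 min RT reaction; HEPES pH 7.4/EGTA/CHAPS, 5% DMSO; controls lacking substrate or enzyme; luminescent end-point.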
PLK1 PBD inh – PLK1 (human) polo-box domain binding inhibition | P53350 | Plk1 PBD binding of FITC phosphopeptide, fluorescence polarization | Potency, µM, without a hit: max response, negative = inhibition, most hits filed as inhibitors | 360,000 tested, 2.8% active | AID 720504; further: potency means the concentration at half of the fitted maximal effect; series mostly up to about 57 µM; on the % scale 0 is the no-effect control and ±100 the full control effect; nearly all actives have a fitted effect of over 65% in size
GLP-1R agonist – GLP-1 receptor (human) agonism. Potency, µM (titrated, usually from 45.6 µM), without a hit: at the top dose activation, hits mostly activators. HEK293 GLP-1R CRE-luciferase, luminescence, 4-6 h; cells express a hypersensitive GLP-1R form. AID 624172. 380,000 tested, 0.007% active. P43220; further: potency means the concentration at half of the fitted maximal effect; % of control where 0% means no effect
WRN helicase inh – blocks human WRN helicase | WRN helicase unwinding, fluorescent forked duplex, kinetic | Potency, µM (titrated, usually from 114 µM), without a hit: at the highest dose activity change, negative = inhibition, usual class: inhibitors | 360,000 tested, 0.46% active | AID 651768; further: potency means the concentration at half of the fitted maximal effect; on the % scale 0 is the no-effect control and ±100 the full control effect; nearly all actives have a fitted effect of over 55% in size
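WRN at 20 nM final was preincubated with compound for 15 min at room temperature; reaction started with 100 nM forked duplex oligonucleotide carrying fluorophore and quencher plus 2 mM ATP (final). Unwinding followed kinetically by red fluorescence (ex 525/em 598 nm).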
IL-2 act – IL-2 activation; activation, % (series mostly up to about 46 µM); 360,000 tested, 0.065% active; IL-2 activation reporter assay, cell-based qHTS; stimulated with anti-CD3/CD4/CD28 beads; in transgenic mouse T cells; AID 652025; in the data active means activation above about 50%; inconclusive means mostly about 30% to 49%; further: 0% is about no effect
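Quantitative HTS in unstimulated transgenic mouse T cells, with memory T cells as non-tolerant control and PMA/ionomycin as tolerance-bypass control. Compound pretreatment lasted 60 minutes before 18 h bead stimulation; EGFP/DsRed fluorescence read.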
GLP1R cytotox – cytotoxicity in counter-screen for GLP-1R inverse agonists. HEK293 cAMP-luciferase reporter cells, luminescence, 24 h. Potency, µM (titrated, usually from 38.3 µM), for the others: at the highest dose activity change, negative = inhibition, usual class: inhibitors. 410,000 tested, 0.13% active. AID 624418;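 further: loss of luciferase light is scored as toxicity; potency means the concentration at half of the fitted maximal effect; on the % scale 0 is the no-effect control and ±100 the full control effect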
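Luminescence readout: signal drop marks cytotoxicity. Plated cells grew 12 h at 37 °C, 5% CO2, received 23 nL compound for 24 h, then got luciferase reagent, read after 12 min at RT.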
* hit, by the source's call; ? = inconclusive; / = not tested or not shown; [ ] = dose if it differs, or a comment. Unless noted, the call rests on the fitted dose curve; in most records, active means well fitted curve in the direction sought with a large enough effect; inconclusive means small, poorly fitted or top-dose-only effect, or another doubt; inactive means no such curve, though single readings can be large; an effect the other way counts as inactive or inconclusive.

SMILES	DRD3 antagonist	GLP-1R inv ag	D3 ag	PI5P4K alpha inh	PLK1 PBD inh	GLP-1R agonist	WRN helicase inh	IL-2 act	GLP1R cytotox
O=C(Nc1ccc2nc(-c3ccccn3)c(-c3ccccn3)nc2c1)N1CCOCC1	6	7%	19	-3	-4%	5%	8%	-0.5	8%
COc1ccc(C(=O)N(CN2CCCC2=O)c2cc(C)on2)cc1OC	14	?	-3	1	-3%	-12%	1%	1.5	-8%
CCc1c(C)c2ccc(OCC(=O)NCC3CCC(C(=O)O)CC3)cc2oc1=O (configuration not stated)	-14	16%	14	1	0%	4%	0%	-0.2	9%
COc1ccc(/C=N/N(CCC(=O)NC(C)(C)C)C2=NS(=O)(=O)c3ccccc32)cc1	-10	9%	-8	18	4%	5%	-12%	-0.8	3%
COc1ccc(-c2cc(-c3cccs3)c(C#N)c(SCC(=O)NCc3ccco3)n2)cc1	-14	-6%	-2	0	-6%	3%	-15%	-0.7	-24%
CC(C)c1nnc(NC(=O)C2CCCCC2)s1	17	11%	-1	-7	-17%	19%	-10%	-0.8	-3%
O=C1C(=O)N(Cc2cccc([N+](=O)[O-])c2)c2ccccc21	-21	-7%	-7	-5	-15%	5%	-1%	-4.4	-8%
O=C(CN1CCN(Cc2ccccc2)CC1)Nc1ccccc1	7	-17%	-7	-3	-8%	-10%	-5%	0.3	-12%
Cc1ccsc1CN(C)CC(=O)Nc1ccc([N+](=O)[O-])cc1Cl	-8	?	-7	16	-16%	?	1%	-0.5	20%
C[C@H](CO)N1C[C@H](C)[C@@H](CN(C)S(C)(=O)=O)Oc2c(NC(=O)Nc3ccccc3)cccc2C1=O	-25	11%	-3	-1	-14%	-6%	5%	0.7	12%
COc1ccc(C(=O)Nc2sc3c(c2C#N)CCN(C(C)=O)C3)cc1	11	-13%	-5	0	-3%	8%	1%	-1.3	?
CCOC(=O)c1cc(C#N)c(SCC(=O)Nc2ccc(C(C)=O)cc2)[nH]c1=O	-11	29%	-6	-22	-13%	1%	-22%	-2.1	9%

One compound at a time (already shown).
O=C(CN1CCN(Cc2ccccc2)CC1)Nc1ccccc1 as listed: DRD3 antagonist = 7; GLP-1R inv ag = -17%; D3 ag = -7; PI5P4K alpha inh = -3; PLK1 PBD inh = -8%; GLP-1R agonist = -10%; WRN helicase inh = -5%; IL-2 act = 0.3; GLP1R cytotox = -12%
Cc1ccsc1CN(C)CC(=O)Nc1ccc([N+](=O)[O-])cc1Cl as listed: DRD3 antagonist = -8; GLP-1R inv ag = ?; D3 ag = -7; PI5P4K alpha inh = 16; PLK1 PBD inh = -16%; GLP-1R agonist = ?; WRN helicase inh = 1%; IL-2 act = -0.5; GLP1R cytotox = 20%
CCc1c(C)c2ccc(OCC(=O)NCC3CCC(C(=O)O)CC3)cc2oc1=O (configuration not stated) as listed: DRD3 antagonist = -14; GLP-1R inv ag = 16%; D3 ag = 14; PI5P4K alpha inh = 1; PLK1 PBD inh = 0%; GLP-1R agonist = 4%; WRN helicase inh = 0%; IL-2 act = -0.2; GLP1R cytotox = 9%

(further entries)
SMILES	DRD3 antagonist	GLP-1R inv ag	D3 ag	PI5P4K alpha inh	PLK1 PBD inh	GLP-1R agonist	WRN helicase inh	IL-2 act	GLP1R cytotox
Cc1ccc(C(=O)O/N=C(\c2ccccc2)c2cccnc2)cc1	0	-8%	-2	1	-7%	22%	-10%	-0.7	-15%
O=C(CSc1nc2ccccc2c(=O)n1CCCO)NC1CC1	21	1%	1	2	-4%	0%	-1%	0.3	7%
CN(C1CCCCC1)S(=O)(=O)Cc1ccccc1	-5	0%	-2	/	?	8%	3%	-4.1	2%
CC1CCCC(C)N1CC(O)COCc1ccccc1F (configuration not stated)	0	21%	-6	-5	-9%	-3%	5%	-2.1	6%
COc1ccccc1N1CCN(CC(=O)Nc2ccc3c(c2)OCCO3)CC1	-27	-22%	-17	-1	0%	-1%	-8%	-0.1	0%
O=C(CCN1C(=O)C2CCCCC2C1=O)N1CCN(S(=O)(=O)c2c(F)cccc2F)CC1 (configuration not stated)	3	3%	5	-5	0%	1%	-1%	-3.7	-2%
COc1ccc(S(=O)(=O)NC2CC(=O)N(c3cccc(F)c3)C2)cc1OC (configuration not stated)	2	11%	4	0	-1%	0%	-5%	0.5	-14%
COC(=O)C1=C(C)NC(=S)N(C(C)=O)C1c1ccccc1 (configuration not stated)	1	?	2	-1	-4%	-30%	-3%	0.2	-21%
CC(O)Cc1cn(CC(=O)N2CCNCC2)nn1 (configuration not stated)	0	26%	-29	2	-14%	-3%	0%	2.7	-1%
COc1cccc(C2C(C(=O)c3ccco3)=C(O)C(=O)N2CCCN2CCOCC2)c1OC (configuration not stated)	-15	12%	29	3	-15%	9%	3%	0.9	-1%
NS(=O)(=O)c1ccc(CNS(=O)(=O)c2ccc3c(c2)OCCO3)cc1	7	6%	0	-6	-7%	-4%	-6%	-1.7	-5%
O=C(Cc1ccc(Cl)cc1)NNC(=S)NC(=O)c1cccs1	7	1%	6	1	-9%	0%	-3%	0.8	-1%

Next section (2 carried over from the part before).
SMILES	DRD3 antagonist	GLP-1R inv ag	D3 ag	PI5P4K alpha inh	PLK1 PBD inh	GLP-1R agonist	WRN helicase inh	IL-2 act	GLP1R cytotox
NS(=O)(=O)c1ccc(CNS(=O)(=O)c2ccc3c(c2)OCCO3)cc1	7	6%	0	-6	-7%	-4%	-6%	-1.7	-5%
O=C(Cc1ccc(Cl)cc1)NNC(=S)NC(=O)c1cccs1	7	1%	6	1	-9%	0%	-3%	0.8	-1%
CCOC(=O)C1C(=O)NC(C)C1c1ccccc1 (configuration not stated)	3	0%	5	7	-7%	-14%	-3%	1.0	-6%
O=[N+]([O-])c1ccc(O)c(-c2cc(C(F)(F)F)nc(-c3ccccc3)n2)c1	7	?	8	4	-16%	-8%	-1%	-1.1	?
Cc1ccc(NC(=O)c2oc(=O)c3ccccc3c2-c2ccccc2)c(C)c1	9	-22%	-5	2	-9%	-9%	-7%	-0.8	19%
CCCc1ccc2oc(C(=O)N(C)Cc3ccn[nH]3)c(C)c2c1	-2	-8%	7	3	?	26%	1%	-3.2	-2%
CC1CCN(C(=O)C2CC(c3ccc(F)cc3)=NO2)CC1 (configuration not stated)	-25	-7%	-4	/	-2%	11%	5%	-2.9	-21%
O=C(C[C@@H]1C/C=C\CC[C@H](Cc2ccc(F)cc2)C(=O)OC[C@@H]2CCCN2C1=O)NCCO	0	11%	-5	4	-2%	2%	-3%	-4.1	1%
Cc1nc(SCC(=O)NCC2CCCO2)[nH]c(=O)c1C (configuration not stated)	-8	3%	0	1	-2%	2%	-12%	-3.8	-1%
CC(=O)c1ccc(S(=O)(=O)NC2CC(=O)N(c3cccc(F)c3)C2)cc1 (configuration not stated)	9	-6%	18	1	-2%	12%	2%	2.0	-7%
CC(C)(C)c1ccccc1OCCCCCn1ccnc1	8	?	3	2	?	11%	-4%	-3.2	?
Cn1nc(C(C)(C)C)cc1NC(=O)Nc1cc(Cl)cc(Cl)c1	12	?	-9	37	4%	5%	-8%	-2.8	-20%
Nc1ccc(S(=O)(=O)Nc2ccc(C(=O)c3ccccc3)cc2)cc1	3	1%	10	-1	-3%	17%	-7%	0.2	1%
Cc1noc(NS(=O)(=O)c2ccc(NC(=O)c3oc4ccc(Cl)cc4c3C)cc2)c1C	-6	-2%	3	-8	?	3%	-17%	0.0	-4%
COC(=O)c1c(C)nc2c(c(SC)nn2-c2ccccc2)c1N	0	51%[activator]	11	32	2%	27%	3%	0.1	4%
COc1c(CC=C(C)C)c(O)cc2oc(=O)c3c4ccc(O)cc4oc3c12	12	-16%	13	?	-6%	3%	-11%	1.1	31%[activator]
COc1cc(C#Cc2c(-c3cncn3C)n(C)c3ccc(-c4ccc5cc[nH]c5c4)cc23)cc(OC)c1	0	?	2	6	4%	7%	8%	-0.5	0%
COCCCNC(=O)CN(c1cc(OC)ccc1OC)S(=O)(=O)c1ccccc1	3	28%	-1	-4	-3%	3%	4%	-3.2	0%
CCOC(=O)c1c(CN2CCN(CCO)CC2)n(C)c2cc(Br)c(OC)cc12	-17	-10%	-48	/	4%	16%	-1%	1.3	-12%
CC/C(O)=C1\C(=O)CCCC1=NCc1nc2ccccc2[nH]1	-21	8%[7.66 µM]	-4	1	-14%	0%	17%	-0.4	-1%[7.66 µM]
N#CCCn1nc(-c2ccccc2)cc1Nc1ccccc1NC(=O)c1cccs1	9	?	2	2	3%	0%	-10%	-3.0	-22%
NC(=O)c1ccc(-c2ncc(-c3ccccc3)o2)cc1	9	5.6µM*	-13	/	-14%	-5%	-1%	-3.0	5%
COC(=O)c1ccccc1NC(=O)CN1CCC(NC(=O)c2ccccc2C)CC1	25	1%	-2	0	-4%	15%	-2%	-1.9	-22%
